# Pol kappa inh: DNA polymerase kappa (human) inhibition | Q9UBT6 | purified Pol kappa, fluorescent DNA synthesis assay, 10 min | Potency, µM (titrated, usually from 107 µM), inactives show top-dose activity, negative = inhibition, usual class: inhibitors | 0.53% of 400,000 active | AID 588579; further: potency means the concentration at half of the fitted maximal effect; on the % scale 0 is the no-effect control and ±100 the full control effect
#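 Pol kappa 10 nM + cpd, 15 min RT; start w/ substrate 50 nM final; fluorescence kinetic read, 0 and 10 min. Neg ctrl: buffer, no enzyme.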
# ALOX12 inh: blocks human arachidonate 12S-lipoxygenase; Potency, µM (series often up to 108 µM), inactives show at the highest dose activity change, negative = inhibition, actives largely listed as inhibitors; P18054; 1.1% of 580,000 active; purified 12hLO, xylenol orange hydroperoxide absorbance; further: potency means the concentration at half of the fitted maximal effect; on the % scale 0 is the no-effect control and ±100 the full control effect
#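 Purified human 12hLO at 150 nM in 25 mM Hepes, 0.01% Triton X-100, pH 7.0, preincubated 15 min at room temperature with compound. Reaction started with 40 uM arachidonic acid, 30 min at room temperature. Hydroperoxide measured by Fe-xylenol orange, 573/405 nm absorbance ratio.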
# POLB inh: inhibitors of human DNA polymerase beta. Pol beta primer extension/strand displacement, fluorescence kinetic. Potency, µM (doses to about 114 µM), for the others: top-dose activity change, negative = inhibition, hits mostly inhibitors. 1.3% of 340,000 active. AID 485314; further: potency means the concentration at half of the fitted maximal effect; on the % scale 0 is the no-effect control and ±100 the full control effect
#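 Pol beta (10 nM) and compounds were preincubated 15 min at room temperature, then 50 nM substrate (final) started primer extension/strand displacement. Reads were taken at 0 and 10 min; concentration-response data were fitted to a four-parameter Hill equation.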
# Anesthetic bind: binds horse apoferritin like a general anesthetic; Potency, µM (highest dose often 77.5 µM), for inactives: top-dose activity change, negative = displacement, most hits filed as inhibitors; apoferritin/1-aminoanthracene competitive binding, fluorescence; 0.074% of 350,000 active; P02791; further: potency means the concentration at half of the fitted maximal effect; on the % scale 0 is the no-effect control and ±100 the full control effect; nearly all actives have a fitted effect of over 20% in size
#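 Horse-spleen apoferritin (10 uM) was mixed with 50% saturated 1-aminoanthracene in PBS, exposed to compounds for 10 min at room temperature, and read for fluorescence (ex 380 nm, em 535 nm). Competitive displacement was fitted with a four-parameter Hill equation.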
# TRHR agonist: activates the human TRH receptor; P34981; TRHR cells, calcium flux fluo-8, FDSS agonist mode; activation, % at 2 µM; 0.18% of 360,000 active; in the data active means activation above about 30%; further: 0% is about no effect
#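 Agonist-mode FDSS calcium read (Ex 480/Em 530, 1 s cycles) in 1536-well TRHR cells with fluo-8 dye, after 10-cycle baseline and 23 nL compound addition; TRH at EC20 (10 nM final) added afterwards for the enhancer phase.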
# ERG Ets-DNA blk: ERG Ets/DNA interaction inhibition; P11308; fluorescence polarization, His-ERG Ets domain / labelled DNA; Potency, µM (doses to about 76.9 µM), for inactives: at the highest dose FP activity, negative = inhibition, most hits filed as inhibitors; 0.028% of 370,000 active; AID 624246; active means well fitted inhibition curve with a large enough effect in the polarisation, with a control signal flat; inconclusive means small, poorly fitted or top-dose-only effect, or effect the other way, or a change in a side signal; inactive means no such curve, though single readings can be large or run the other way; the % refers to the polarisation;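 further: polarization taken with two DNA probes labelled with fluorescein and Texas red; potency means the concentration at half of the fitted maximal effect; % of control where 0% means no effect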
#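 His-tagged ERG Ets domain (1 uM in the protein solution; 300mM KCl, 50mM Tris-HCl, 1mM EDTA, 1mM DTT, pH 7.5) received compound, then a probe mix of 5 nM fluorescein-DNA and 100nM Texas-615-DNA. Fluorescence polarization was read for both dyes.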
# BLM helicase inh: blocks DNA unwinding by human BLM helicase | P54132 | recombinant BLM DNA unwinding, fluorescence dequenching | Potency, µM (titrated, usually from 56.1 µM), inactives show top-dose activity change, negative = inhibition, usual class: inhibitors | 0.2% of 350,000 active | AID 2528;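 further: potency means the concentration at half of the fitted maximal effect; plate controls were vehicle for no effect and no enzyme for full effect; nearly all actives have a fitted effect of over 35% in size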
# POLI inh: blocks human DNA polymerase iota activity | Q9UNA4 | Potency, µM (titrated, usually from 115 µM), inactives show top-dose activity, negative = inhibition, most hits filed as inhibitors | AID 588590 | Pol iota fluorescent replication assay, 10 min | 1% of 390,000 active; further: potency means the concentration at half of the fitted maximal effect
#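 Pol iota at 10 nM preincubated 15 min with compounds at room temperature; reaction started with fluorescent substrate, 50 nM final. Fluorescence read kinetically at 0 and 10 min; buffer-only wells as negative control.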
# APEX1 inh: inhibitors of human APE1 endonuclease; 0.35% of 350,000 active; recombinant APE1, TAMRA/BHQ-2 abasic DNA cleavage fluorescence; P27695; Potency, µM (top dose mostly 65.8 µM), for the others: at the highest dose activity change, negative = inhibition, hits mostly inhibitors;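 further: potency means the concentration at half of the fitted maximal effect; plate controls were vehicle for no effect and reference inhibitor for full effect; nearly all actives have a fitted effect of over 55% in size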
#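 Kinetic fluorescence read (525 ex/598 em nm, three reads 60 s apart) of AP-site incision; signal = third minus first read. Enzyme 0.75 nM, dual-labelled THF duplex 50 nM, compound preincubation 15 min RT.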
# * = called active by the depositor; ? = inconclusive; · = no result given; [ ] = dose if it differs, or a comment. Unless noted, the call rests on the fitted dose curve; in most records, active means well fitted curve in the direction sought with a large enough effect; inconclusive means small, poorly fitted or top-dose-only effect, or another doubt; inactive means no such curve, though single readings can be large; an effect the other way counts as inactive or inconclusive. The list is partial; the hit share may differ from the screen's.
SMILES	Pol kappa inh	ALOX12 inh	POLB inh	Anesthetic bind	TRHR agonist	ERG Ets-DNA blk	BLM helicase inh	POLI inh	APEX1 inh
COc1cccc(-n2c(SCC(=O)NCc3cccs3)nc3ccccc3c2=O)c1	-17%	11%	23%	0%	-0.5	-5%	-5%	31%[activator]	11%
CC(C)N1CC(C(=O)Nc2nc3ccccc3s2)CC1=O (stereo not drawn)	-6%	0%	15%	-4%	0.9	-16%	0%	18%	13%
CN(CCc1ccccn1)C(=S)Nc1cccc(S(=O)(=O)N(C)C)c1	-11%	-7%	7%	-3%	0.8	1%	-3%	14%	-5%
COc1ccc(-n2c(=O)c3c4c(sc3n3cnnc23)CC(C)CC4)cc1 (stereo not drawn)	-16%	-9%	·	·	·	0%	·	9%	·
CC(=O)N1CCC2(CC1)C/C(=N\NC(=S)Nc1ccc(C)cc1)c1cc(O)ccc1O2	-1%	45µM*	3%	36%[activator]	-1.1	-1%	-13%	-17%	?
Cc1ccc(NC(=O)CS(=O)CC(=O)NCC2CCCO2)cc1 (stereo not drawn)	8%	-26%	-16%	-6%	1.0	7%	-1%	24%	-8%
COCCn1c(-c2ccc(Cl)cc2)nc2c(c(=O)c3ccccc3n2C)c1=O	·	18%	2%	-5%	-0.6	·	5%	·	0%
COc1ccccc1-c1noc(-c2ccccc2C(=O)NCC2CCCO2)n1 (stereo not drawn)	-15%	-12%	-1%	-7%	0.2	-4%	-1%	2%	40%
Cn1ncc(N=Cc2ccccc2)c1C(N)=O	-10%	0%	1%	-14%	0.3	-7%	-2%	9%	0%
CN1C(=O)CC(c2cn(Cc3ccccc3)c3ccccc23)C1=O (stereo not drawn)	-11%	4%	4%	-8%	-1.0	4%	-18%	49%[activator]	15%
Cc1cccc(NS(=O)(=O)c2csc(C(N)=O)c2)c1	7%	5%	-11%	8%	0.5	-4%	-4%	10%	-10%
CN(C(=O)CSc1n[nH]c(=O)[nH]c1=O)c1ccccc1	-10%	0%	·	·	·	5%	·	-8%	16%
O=S(=O)(Nc1ccc(O)c2ccccc12)c1ccc(OC(F)(F)F)cc1	-17%	?	·	·	·	0%	·	?	·
Cc1ccc(CNC(=O)Cc2noc3ccccc23)cc1	-5%	2%	2%	2%	0.1	3%	8%	86%[activator]	5%
C=CCN(Cc1cccc(OC)c1OC)S(=O)(=O)N(C)C	-4%	-7%[57.4 µM]	-16%	?	-0.1	·	-1%	39%[activator]	14%
O=C(COC(=O)c1c(Cl)cccc1Cl)Nc1cc(Cl)ccc1Oc1ccccc1	-8%	-1%	-1%	87%[activator]	0.8	-3%	-9%	6%	4%
O=C(CCc1ccc(S(=O)(=O)N2CCOCC2)cc1)Nc1nccs1	-11%	488%[activator]	45%[activator]	-11%	0.2	-16%	-5%	-3%	-8%
CC(=O)N1CCN(c2ccc(NC(=O)c3ccc4c(c3)OCCO4)cc2Cl)CC1	-14%	-1%	21%	-12%	0.0	0%	-4%	143%[activator]	10%
CC(C)Oc1ccc(C(CC(=O)O)n2cnnn2)cc1 (stereo not drawn)	-10%	-2%	66%	-4%	0.7	-7%	2%	11%	10%
Cc1cccc(C)c1N(Cc1ccccc1F)S(C)(=O)=O	-6%	26%	-1%	-9%	-0.9	4%	-5%	12%	-1%
COCC(C)n1c(SCC(=O)Nc2cc(C)on2)nc2ccccc2c1=O (stereo not drawn)	-5%	-3%	·	·	-0.4	-1%	·	22%	9%
Cc1ccc(Cl)cc1N1CCN(C2CCCCC2NS(=O)(=O)c2ccccc2)CC1 (stereo not drawn)	7%	·	1%	5%	1.1	14%	-7%	45%[activator]	2%
COCCNC(=S)N(Cc1cc2cc(C)ccc2n2nnnc12)C1CCCC1	-7%	26%	2%	-6%	-0.5	6%	-1%	4%	-1%
CCCCN(C)C(=O)Cn1c(=O)oc2cc(S(=O)(=O)N3CC(C)CC(C)C3)ccc21 (stereo not drawn)	-9%	-4%	-6%	-1%	-0.5	-4%	-8%	-10%	-7%
NS(=O)(=O)c1ccc(CNC(=O)/C=C/c2ccco2)cc1	?	2%	22µM*	2%	0.2	7%	-15%	?	?
COc1ccc([C@@H](C)NC(=O)CCc2nnc(-c3cc(C)on3)o2)cc1	2%	0%	22%	-7%	-1.0	1%	-3%	135%[activator]	0%
CSc1cccc(NS(=O)(=O)c2cc(Br)cnc2N)c1	-7%	-10%	6%	-21%	0.9	-3%	-4%	-16%	-16%
Cc1ccc(OCCSc2nc(C)c(Cc3ccccc3)c(=O)[nH]2)cc1	-7%	-9%	22%	0%	0.0	1%	-1%	14%	·
COc1ccccc1NC(=S)N(c1ccccc1)C(C)C	4%	3%	-3%	3%	-0.3	15%	0%	?	-3%
O=C(Nc1cccc(NC(=O)c2cccc(F)c2)c1)c1ccccc1	-6%	4%	18%	2%	-1.5	0%	-6%	-10%	7%
COc1ccc(CCC(=O)N2CCCC(Nc3ccccc3)C2)cc1OC (stereo not drawn)	-4%	33%[activator]	33%	-4%	0.0	-7%	-2%	3%	-2%
O=C(C1=C[C@@H](c2ccccc2)C[C@@H](OCc2ccc(CO)cc2)O1)N1CCCCCCC1	6%	-12%	12%	-10%	0.9	-12%	0%	6%	-4%
O=C(N/N=C/c1ccccc1O)c1cc[n+]([O-])cc1	-6%	37%[activator]	9%	-10%	0.9	4%	1%	-13%	48%
CN1CCN(Cc2nc3c(c(=O)[nH]c(=O)n3C)n2Cc2c(F)cccc2Cl)CC1	-11%	7%[57.4 µM]	-2%	-8%	-0.5	0%	3%	61%[activator]	7%
Cc1ccc(-n2cc(CN3CCCN(C=O)CC3)c(-c3ccc(F)cc3)n2)cc1	-4%	?	-1%	-10%	-0.5	0%	-13%	-2%	-3%
Cc1ccc(Cl)cc1-n1c(CCC(=O)O)ccc1-c1cccs1	-5%	-16%	-4%	-5%	0.6	6%	-3%	-9%	·
NCC1O[C@@H](OC2C(N)CC(N)C(O)C2O[C@@H]2OC(CO)C(O)C2O)C(N)C(O)C1O (stereo partly drawn)	-1%[60.1 µM]	·	·	-7%	·	·	-8%	·	0%
O=C(Nc1ccccc1)/C(=C\c1ccco1)NC(=O)c1ccco1	-13%	?	-1%	0%	3.2	24%	-8%	36%[activator]	39%
Cc1c(O)ccc(C(=O)CN2C(=O)c3ccccc3C2=O)c1O	-14%	-17%	5%	-10%	1.3	-15%	-2%	?	-9%
COc1ccccc1N1CCN(C(=O)CN(C2CCCCC2)S(C)(=O)=O)CC1	3%	-4%	-9%	-13%	0.2	-15%	-1%	140%[activator]	14%
CC1=C(C(=O)Nc2ccccc2)C(c2ccc(C)o2)n2c(s/c(=C/c3ccccc3)c2=O)=N1 (stereo not drawn)	2%	321%[activator]	6%	-10%	-0.4	5%	-6%	-2%	13%
CCc1cc(=O)[nH]c(SCCC(F)=C(F)F)n1	3%	18%	33%[activator]	-12%	-0.6	1%	-1%	14%	-5%
CCOC(=O)CSc1nnc(NCC(=O)OC)c(=O)[nH]1	0%	4%	1%	-2%	0.5	-7%	1%	15%	-8%
CCCC(=O)Nc1nc2ccc(S(N)(=O)=O)cc2s1	14%	?	1%	-4%	0.1	-18%	-3%	11%	0%
COc1ccccc1CNC(=O)COC(=O)c1cc(-c2ccco2)nc2ccccc12	22µM*	?	5µM*	7%	-0.5	·	11µM*	7.1µM*	11µM*
COCc1nnc(NC(=O)CCN2C(=O)c3ccccc3C2=O)s1	-10%	23%	27%	-4%	0.1	-4%	-1%	-23%	-1%
CCOC(=O)Cc1csc(NC(=O)c2ccc(C)c(S(=O)(=O)N3CCOCC3)c2)n1	-16%	?	·	·	0.0	2%	·	2%	7%
CCSc1ccc([C@@H]2[C@@H]3C(=O)N(CC)C(=O)[C@@H]3[C@]3(C(=O)OC)CCCCN23)cc1OC	5%	?	·	·	0.0	-15%	·	?	9%
COc1ccc(CC(=O)N/N=C/c2c(C)n(C)c3ccccc23)cc1OC	-18%	0%	2%	-11%	-1.0	1%	4%	9%	-3%
O=C(c1noc2c1CCc1ccccc1-2)N1CCOCC1	-1%	0%	2%	2%	0.1	0%	2%	-10%	3%
CCOC(=O)NC1CCc2cc(OC)c(OC)c(OC)c2-c2ccc(OC)c(=O)cc21 (stereo not drawn)	-16%	-9%	·	·	·	4%	·	10%	·
CCn1c(-c2ccc3ncccc3c2)n[nH]c1=S	-1%	?	35%	-9%	-0.4	-5%	0%	104%[activator]	-2%
COc1ccc(C(F)(F)F)cc1N/C=C\c1nnnn1-c1ccc(C)cc1	-9%	0%	1%	463%[activator]	1.2	-7%	-6%	?	-4%
Cc1ccccc1SCC(=O)Nc1cc(S(=O)(=O)N2CCOCC2)ccc1N1CCOCC1	2%	12%	13%	-10%	0.5	-8%	-3%	30%	3%
COc1cccc(-c2cc(=O)[nH][nH]2)c1	-2%	19%	2%	2%	-0.8	-6%	4%	?	20%
CN(C)S(=O)(=O)N1CCN(c2ccccc2Cl)CC1	-13%	16%	1%	-24%	-0.5	2%	-3%	7%	0%

# High-throughput results deposited in PubChem BioAssay by National Center for Advancing Translational Sciences (NCATS).
